Assay outcomes (PubChem BioAssay)
LmPK inhibitor: qHTS Assay for Inhibitors of Leishmania Mexicana Pyruvate Kinase (LmPK). purified LmPK, Kinase-Glo ATP luminescence, 1 h. Potency, µM (series often up to 57.5 µM), inactives show at the top dose activity change, negative = inhibition, most hits filed as inhibitors. 290,000 compounds, 0.37% hits. AID 1721, 2009; further: potency means the concentration at half of the fitted maximal effect
Target sequence (Q27686 whole entry, looked up): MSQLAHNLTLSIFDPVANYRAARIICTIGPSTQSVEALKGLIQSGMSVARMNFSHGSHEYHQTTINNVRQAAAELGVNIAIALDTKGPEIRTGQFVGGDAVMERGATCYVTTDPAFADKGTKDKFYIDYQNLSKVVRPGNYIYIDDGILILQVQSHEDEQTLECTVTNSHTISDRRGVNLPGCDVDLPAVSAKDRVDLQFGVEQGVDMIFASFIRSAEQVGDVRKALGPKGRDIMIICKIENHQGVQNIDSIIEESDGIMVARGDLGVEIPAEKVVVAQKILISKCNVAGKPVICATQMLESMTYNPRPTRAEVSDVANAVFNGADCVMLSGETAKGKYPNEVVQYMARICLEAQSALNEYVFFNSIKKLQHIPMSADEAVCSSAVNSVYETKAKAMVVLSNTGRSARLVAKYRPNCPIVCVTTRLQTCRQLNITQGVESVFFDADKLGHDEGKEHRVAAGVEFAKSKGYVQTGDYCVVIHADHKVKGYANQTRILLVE
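qHTS format; LmPK 0.1 nM; substrates PEP 0.5 mM and ADP 0.1 mM. One-hour room-temperature incubation, then coupled luciferase luminescence; 0.5 nM enzyme wells mark activation.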
Sm TGR block: qHTS Assay for the Inhibitors of Schistosoma Mansoni Peroxiredoxins. purified TGR, DTNB reduction, TNB absorbance 405 nm. Potency, µM (top dose mostly 114 µM), for the others: at the highest dose activity change, negative = inhibition, usual class: inhibitors. 360,000 compounds, 3% hits; further: potency means the concentration at half of the fitted maximal effect; nearly all actives have a fitted effect of over 60% in size
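TGR 20 nM + NADPH 100 uM (dispensed conc.), cpd preinc 15 min RT; start with NADPH (500 uM addition) then DTNB (15 mM addition). Kinetic TNB absorbance, 405 nm filter. Four-parameter Hill fit across titration.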
HCMV inh: qHTS Assay for inhibitors of the human cytomegalovirus (HCMV); AID 1259415, 2018; activity change, negative = inhibition, % at 57.5 µM; 410,000 compounds, 4.5% hits; HFF cells, HCMV-luciferase reporter, 72 h; active compounds read low; in the data active means activity change below about -60%; inconclusive means no clear call, values can overlap the other calls; inactive means above about -39%
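Two-dose cell screen: HFF monolayers treated with compounds and infected with luciferase-expressing HCMV at 1 PFU/cell, 72 h at 37C, then lysed for luciferase measurement.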
AMA1-RON2 inh: qHTS for Inhibitors of AMA1-RON; Towards Development of Antimalarial Drug Lead: Primary Screen; 360,000 compounds, 0.2% hits; Plasmodium falciparum AMA1 (3D7) - RON2 peptide interaction; Potency, µM (doses to about 58.2 µM), without a hit: at the highest dose activity change, negative = inhibition, most hits filed as inhibitors; AlphaScreen AMA1-biotinylated RON2 peptide binding;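 further: potency means the concentration at half of the fitted maximal effect; 0% = vehicle wells and -100% = peptide control; nearly all actives have a fitted effect of over 45% in size; some results filed as inactive show a strong effect at the top dose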
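AMA1 (3D7) with his tag at 25 nM final met compounds first, then biotinylated RON2 peptide at 25 nM; detection used donor plus acceptor beads, 10 µg/mL apiece, read by AlphaScreen after 30 min at room temperature.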
AmpC inh no detg: qHTS Inhibitors of AmpC Beta-Lactamase (assay without detergent) | AID 485341, 2010 | P00811 | AmpC nitrocefin hydrolysis, absorbance 480 nm, 0.0001% Triton | Potency, µM (series often up to 57.1 µM), inactives show at the top dose activity change, negative = inhibition, hits mostly inhibitors | 330,000 compounds, 0.52% hits;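 further: potency means the concentration at half of the fitted maximal effect; plate controls were no compound for no effect and no enzyme for full effect; nearly all actives have a fitted effect of over 20% in size; some results filed as inactive show a strong effect at the top dose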
Target sequence (P00811 whole entry, looked up): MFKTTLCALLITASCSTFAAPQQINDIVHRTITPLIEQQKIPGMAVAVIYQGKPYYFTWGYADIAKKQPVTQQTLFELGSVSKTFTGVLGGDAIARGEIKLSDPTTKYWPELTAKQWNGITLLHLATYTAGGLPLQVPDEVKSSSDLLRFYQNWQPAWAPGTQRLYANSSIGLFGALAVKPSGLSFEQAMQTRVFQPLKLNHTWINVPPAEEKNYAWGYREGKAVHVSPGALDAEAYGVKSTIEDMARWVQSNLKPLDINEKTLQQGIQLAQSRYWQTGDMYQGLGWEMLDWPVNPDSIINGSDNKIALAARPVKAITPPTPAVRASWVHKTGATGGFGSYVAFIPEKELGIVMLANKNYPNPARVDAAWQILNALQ
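20 mM phosphate pH 7.0 + 0.01% (detergent screen) or 0.0001% Triton X-100; 5.3 nM AmpC reagent; cpd preinc 15 min RT; nitrocefin (800 uM stock) to start; A480 q20 s × 4 min; Activity was normalised to no-enzyme and no-compound control wells.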
Tb PYK inh: qHTS of Trypanosoma Brucei Inhibitors; pyruvate kinase (Trypanosoma brucei), Q57TT1; TbPYK enzyme, Kinase-Glo Plus ATP luminescence, 45 min; Potency, µM (highest dose often 76.8 µM), without a hit: at the highest dose activity, negative = inhibition, most hits filed as inhibitors; 410,000 compounds, 0.12% hits; further: potency means the concentration at half of the fitted maximal effect; nearly all actives have a fitted effect of over 50% in size
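Luminescence from Kinase-Glo Plus, added after a 45-minute room-temperature reaction, served as the end-point read-out. The enzyme and substrate were preincubated with compound before ADP (130 uM final) initiated turnover. Concentration-effect curves came from normalized qHTS data.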
AmpC inh detg: qHTS Inhibitors of AmpC Beta-Lactamase (assay with detergent) | 370,000 compounds, 0.041% hits | AmpC hydrolysis of nitrocefin, absorbance 480 nm, 0.01% Triton | P00811 | Potency, µM (top dose mostly 114 µM), for the others: at the top dose activity change, negative = inhibition, hits mostly inhibitors;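 further: potency means the concentration at half of the fitted maximal effect; 0% = no-compound wells and -100% = no-enzyme wells; nearly all actives have a fitted effect of over 25% in size; some results filed as inactive show a strong effect at the top dose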
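AmpC (5.3 nM in the dispensed reagent) in 20 mM phosphate pH 7.0 with 0.01% (detergent screen) or 0.0001% Triton X-100 was preincubated with compounds for 15 min at room temperature. Nitrocefin was then added from an 800 uM solution, and hydrolysis was followed at 480 nm.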
An asterisk follows results filed as active; & = joins results of further samples; [ ] = another dose, or the depositor's remark. Unless noted, the call rests on the fitted dose curve; in most records, active means well fitted curve in the direction sought with a large enough effect; inconclusive means small, poorly fitted or top-dose-only effect, or another doubt; inactive means no such curve, though single readings can be large; an effect the other way counts as inactive or inconclusive. Unless noted, on the % scale 0 is the no-effect control and ±100 the full control effect. Rows are unselected (roughly 7.4% active in at least one column).

`O=C(O)c1ccc2c(c1)C(=O)N(NC(=O)c1ccc(O)cc1)C2=O` gave LmPK inhibitor -4%, Sm TGR block 1%, HCMV inh -9, AMA1-RON2 inh 9%, AmpC inh no detg -16%, Tb PYK inh -9% and AmpC inh detg -13%.
O=C1CCN(C(=O)Nc2ccccc2Cl)N1 was read as LmPK inhibitor -1%, Sm TGR block -29%, HCMV inh 11, AMA1-RON2 inh 19%, AmpC inh no detg -29%, Tb PYK inh 0% and AmpC inh detg -11%.
CN(C)C(=O)/C(=C\c1ccc(-c2cccc([N+](=O)[O-])c2)o1)NC(=O)c1ccccc1 was read as LmPK inhibitor 14%, Sm TGR block 2%, HCMV inh inconclusive, AMA1-RON2 inh -3%, AmpC inh no detg 132%[activator], Tb PYK inh 1% and AmpC inh detg inconclusive.
`Cc1nn(-c2ccc(N3CCCCC3)nn2)c(C)c1CCC(=O)Nc1cccc(F)c1` gave LmPK inhibitor 1%, Sm TGR block 3%&-3%, HCMV inh 37&15, AMA1-RON2 inh -3%, AmpC inh no detg 49%, Tb PYK inh 1%&-5% and AmpC inh detg -3%&4%.
Screening O=C(O)CCC(=O)N1CCCC1 returned LmPK inhibitor -11%, Sm TGR block 20%, HCMV inh -38, AMA1-RON2 inh 10%, AmpC inh no detg -7%, Tb PYK inh 1% and AmpC inh detg 8%.
Cc1ccc(NC(=O)CN2C(=O)CCn3nc(-c4cccn4C)cc32)c(Cl)c1 was read as Sm TGR block -24%, HCMV inh 22, Tb PYK inh -1% and AmpC inh detg 5%.
Screening Nc1nnn(-c2ccccc2)c1-c1ccccc1 returned HCMV inh 9, AMA1-RON2 inh -1% and Tb PYK inh 0%.
CCOC(=O)CN1C(=O)N[C@@H](c2ccccc2)[C@H](C(C)=O)[C@H]1C was read as LmPK inhibitor -3%[11.5 µM], HCMV inh -103*, AMA1-RON2 inh 10% and Tb PYK inh -2%.
`CC(C)OC(=O)/C(C#N)=C/c1cn(C)c2ccccc12` gave LmPK inhibitor 3%, Sm TGR block 5%, HCMV inh 118, AMA1-RON2 inh 7%, AmpC inh no detg 31%, Tb PYK inh 3% and AmpC inh detg 3%.
For COc1ccc(CC(=O)NCc2n[nH]c(=S)n2-c2ccccc2)cc1 the results were LmPK inhibitor -11%, Sm TGR block -5%, HCMV inh -22, AMA1-RON2 inh 23%, AmpC inh no detg -13%, Tb PYK inh inconclusive and AmpC inh detg -3%.
`CCOC(=O)CNC(=O)CSc1nnc(-c2cccc(OC)c2)n1CC` gave LmPK inhibitor -3%, Sm TGR block -24%, HCMV inh 9, AMA1-RON2 inh 4%, AmpC inh no detg -14%, Tb PYK inh -7% and AmpC inh detg -9%.
For Cc1ccc(-c2cccc(OC(=O)c3ccccc3F)c2)cc1 the results were LmPK inhibitor -3%, Sm TGR block 11%, HCMV inh 66, AMA1-RON2 inh 6%, AmpC inh no detg -13%, Tb PYK inh -2% and AmpC inh detg -5%.
Screening CCc1ccc(CNC(=O)CCn2ccc3cc(S(=O)(=O)N4CCCC4)ccc32)cc1 returned LmPK inhibitor 4%, Sm TGR block -5%, HCMV inh -18, AMA1-RON2 inh -10%, AmpC inh no detg 5%, Tb PYK inh -3% and AmpC inh detg inconclusive.
Screening O=C(CNS(=O)(=O)c1cccs1)N1CCC2(CC1)OCCO2 returned LmPK inhibitor 5%, Sm TGR block 0%, HCMV inh 22, AMA1-RON2 inh -5%, AmpC inh no detg -2%, Tb PYK inh 3% and AmpC inh detg -6%.
S=c1[nH]nc(-c2ccncc2)n1/N=C/C=C/c1ccco1 was read as LmPK inhibitor 0%, Sm TGR block 22µM*, HCMV inh inconclusive, AMA1-RON2 inh 54%[activator], AmpC inh no detg -29%, Tb PYK inh inconclusive and AmpC inh detg 0%.

Not a retest: entries from further up.
Screening Nc1nnn(-c2ccccc2)c1-c1ccccc1 returned HCMV inh 9, AMA1-RON2 inh -1% and Tb PYK inh 0%.
CCOC(=O)CN1C(=O)N[C@@H](c2ccccc2)[C@H](C(C)=O)[C@H]1C was read as LmPK inhibitor -3%[11.5 µM], HCMV inh -103*, AMA1-RON2 inh 10% and Tb PYK inh -2%.
`CC(C)OC(=O)/C(C#N)=C/c1cn(C)c2ccccc12` gave LmPK inhibitor 3%, Sm TGR block 5%, HCMV inh 118, AMA1-RON2 inh 7%, AmpC inh no detg 31%, Tb PYK inh 3% and AmpC inh detg 3%.
For COc1ccc(CC(=O)NCc2n[nH]c(=S)n2-c2ccccc2)cc1 the results were LmPK inhibitor -11%, Sm TGR block -5%, HCMV inh -22, AMA1-RON2 inh 23%, AmpC inh no detg -13%, Tb PYK inh inconclusive and AmpC inh detg -3%.
`CCOC(=O)CNC(=O)CSc1nnc(-c2cccc(OC)c2)n1CC` gave LmPK inhibitor -3%, Sm TGR block -24%, HCMV inh 9, AMA1-RON2 inh 4%, AmpC inh no detg -14%, Tb PYK inh -7% and AmpC inh detg -9%.

(further entries)
O=C(COc1ccc2ccc(=O)oc2c1)Nc1ccc2c(c1)OCCO2 was read as LmPK inhibitor 1%, Sm TGR block inconclusive, HCMV inh -3, AMA1-RON2 inh -5%, AmpC inh no detg -17%, Tb PYK inh -4% and AmpC inh detg inconclusive.
CCOC(=O)c1cc(CC)sc1NC(=O)CN1CCN(C(=O)c2ccco2)CC1 was read as LmPK inhibitor -2%, Sm TGR block inconclusive, HCMV inh -1, AMA1-RON2 inh 21%, AmpC inh no detg 188%[activator], Tb PYK inh 1% and AmpC inh detg 6%.
CC(=O)Nc1ccc(S(=O)(=O)N2CCC(NC(=O)c3ccco3)CC2)cc1 was read as LmPK inhibitor 5%, Sm TGR block 4%, HCMV inh -9, AMA1-RON2 inh -1%, AmpC inh no detg 1%, Tb PYK inh -15% and AmpC inh detg -9%.
For Cc1ccc(CN2CCN(/N=C/C(Br)=C\c3ccccc3)CC2)cc1 the results were LmPK inhibitor -10%, Sm TGR block -8%, HCMV inh -11, AMA1-RON2 inh inconclusive, AmpC inh no detg 49%, Tb PYK inh -1% and AmpC inh detg -5%.
For COc1cccc(N2[C@@H](CC(C)=O)c3cc(C(F)(F)F)ccc3S2(=O)=O)c1 the results were HCMV inh 37, AMA1-RON2 inh 7% and Tb PYK inh -3%.
For COc1ccc(/C=C/C(=O)c2cc(F)ccc2OC(=O)c2ccccc2C)cc1OC the results were LmPK inhibitor 1%, Sm TGR block -6%, HCMV inh -86*, AMA1-RON2 inh -14%, AmpC inh no detg 2%, Tb PYK inh -7% and AmpC inh detg inconclusive.
For COc1ccc(S(=O)(=O)Nc2ccccn2)cc1OC the results were LmPK inhibitor 4%, Sm TGR block 0%, HCMV inh -26, AMA1-RON2 inh 0%, AmpC inh no detg inconclusive, Tb PYK inh 3% and AmpC inh detg -1%.
For O=C(N/N=C/c1ccc(OC(=O)c2ccccc2Cl)cc1)c1cc(O)cc(O)c1 the results were LmPK inhibitor 20%, Sm TGR block -2%, HCMV inh 9, AMA1-RON2 inh inconclusive, AmpC inh no detg -32%, Tb PYK inh -3% and AmpC inh detg -12%.
For CC1CCC(N(C)C2CCN(C)CC2)CC1 (stereo not given) the results were LmPK inhibitor 2%, Sm TGR block 2%, HCMV inh -12, AMA1-RON2 inh 10%, AmpC inh no detg -1%, Tb PYK inh 6% and AmpC inh detg 2%.
For CSc1ccccc1NC(=O)CCS(=O)(=O)c1nc(-c2ccc3c(c2)OCO3)cc(C(F)(F)F)n1 the results were Sm TGR block -24%, HCMV inh -17, Tb PYK inh inconclusive and AmpC inh detg -6%.
O=C(Nc1ccc(Cl)c(C(F)(F)F)c1)c1cc2nc(-c3ccc4c(c3)OCO4)cc(C(F)(F)F)n2n1 was read as Sm TGR block 8%, HCMV inh 14, Tb PYK inh 13% and AmpC inh detg 2%.
Screening CC(NC(=O)C1C(=O)N(CCO)C2(C)CC1c1ccccc1O2)c1ccccc1 (stereo not given) returned LmPK inhibitor 1%, Sm TGR block 3%, HCMV inh 77, AMA1-RON2 inh -5%, AmpC inh no detg -15%, Tb PYK inh -5% and AmpC inh detg -1%.
COc1ccccc1NS(=O)(=O)c1cccc(C(=O)NN=C2CCCC2)c1 was read as LmPK inhibitor -2%, Sm TGR block -10%, HCMV inh -22, AMA1-RON2 inh 36%[activator], AmpC inh no detg -45%, Tb PYK inh -18% and AmpC inh detg 4%.
Cc1ccc(S(=O)(=O)N(C)C)cc1NC(=O)COC(=O)Cc1n[nH]c(=O)c2ccccc12 was read as LmPK inhibitor 1%, Sm TGR block -6%, HCMV inh -17, AMA1-RON2 inh -1%, AmpC inh no detg 32%, Tb PYK inh -9% and AmpC inh detg -11%.
`Cc1ccc(CNS(=O)(=O)CCNC(=O)c2ccccc2)cc1` gave Sm TGR block -3%, HCMV inh -18, AMA1-RON2 inh 12%, AmpC inh no detg inconclusive, Tb PYK inh 0% and AmpC inh detg inconclusive.
`COC(=O)CSc1nc2ncccc2[nH]1` gave LmPK inhibitor -1%, Sm TGR block 2%, HCMV inh 26, AMA1-RON2 inh -5%, AmpC inh no detg -3%, Tb PYK inh 2% and AmpC inh detg -7%.
Screening Cc1ccc(C(=O)NC(NC(=S)Nc2ccc(S(N)(=O)=O)cc2)C(Cl)(Cl)Cl)cc1 (stereo not given) returned LmPK inhibitor 5%, Sm TGR block 3%, HCMV inh -31, AMA1-RON2 inh 36%[activator], AmpC inh no detg -28%, Tb PYK inh -10% and AmpC inh detg inconclusive.
Screening Cc1ccc(-c2nc3c(c(=O)[nH]c(=O)n3Cc3ccccc3)n2C)o1 returned LmPK inhibitor -14%, Sm TGR block 3.5µM*, HCMV inh inconclusive, AMA1-RON2 inh -18%, AmpC inh no detg -24%, Tb PYK inh -15% and AmpC inh detg 2%.
